Vc quorum ag: induces V. cholerae light production without autoinducers | 350,000 tested, 0.16% active | activation, % at 18.7 µM | V. cholerae BH1578 lux reporter, luminescence, 6 h | AID 588436; in the data active = activation mostly above about 9.7%, no sharp cut-off; inconclusive = no clear call, values can overlap the other calls; inactive = mostly below about 3.7%; note: not every result past the cut was called active; inactives centre near 0; reference of the scale not given here
PrPC TRFRET: reduces human prion protein on the cell surface | P04156 | cell surface PrPC, TR-FRET read-out | inhibition, % at 13.8 µM | 370,000 tested, 0.43% active | AID 720596; in the data active = inhibition above about 24%; note: 0% = median of the test wells and 100% = reference compound wells
Anthrax LF prot: anthrax lethal factor protease inhibition | P15917 | multiplex microsphere protease cleavage assay, LF | inhibition, % at 10 µM | 360,000 tested, 0.12% active | AID 588501; note: plate controls were buffer without enzyme for full effect and enzyme alone for no effect
BoNT-A LC inh2: BoNT A light chain protease inhibition | 360,000 tested, 0.17% active | inhibition, % at 10 µM | multiplex microsphere protease substrate cleavage, flow cytometry | AID 588499; note: plate controls were buffer without enzyme for full effect and enzyme alone for no effect
SARS 3CLpro inh: SARS-CoV 3CLpro protease inhibition; P0C6X7; inhibition, % at 6 µM; recombinant SARS-CoV 3CLpro, quenched FRET peptide cleavage; 290,000 tested, 0.14% active; in the data active = inhibition above about 12%
Yp Topo-I inh: Y. pestis Topo-I inhibition via cleavage products; Y. pestis Topo-I cleavage product accumulation, plate reader; activity, % at 10 µM; 360,000 tested, 0.064% active; AID 504884; in the data active = activity above about 50%, passing the limit was not always enough; inconclusive = no clear call, values can overlap the other calls; note: inactives centre near 2
TcdB inh: inhibitors of Clostridioides difficile toxin B glycohydrolase | 350,000 tested, 0.24% active | AID 652162 | inhibition, % at 9.99 µM | TcdB glycohydrolase enzymatic assay, plate reader | P18177; in the data active = inhibition above about 10%
Target sequence (P18177 whole entry, looked up): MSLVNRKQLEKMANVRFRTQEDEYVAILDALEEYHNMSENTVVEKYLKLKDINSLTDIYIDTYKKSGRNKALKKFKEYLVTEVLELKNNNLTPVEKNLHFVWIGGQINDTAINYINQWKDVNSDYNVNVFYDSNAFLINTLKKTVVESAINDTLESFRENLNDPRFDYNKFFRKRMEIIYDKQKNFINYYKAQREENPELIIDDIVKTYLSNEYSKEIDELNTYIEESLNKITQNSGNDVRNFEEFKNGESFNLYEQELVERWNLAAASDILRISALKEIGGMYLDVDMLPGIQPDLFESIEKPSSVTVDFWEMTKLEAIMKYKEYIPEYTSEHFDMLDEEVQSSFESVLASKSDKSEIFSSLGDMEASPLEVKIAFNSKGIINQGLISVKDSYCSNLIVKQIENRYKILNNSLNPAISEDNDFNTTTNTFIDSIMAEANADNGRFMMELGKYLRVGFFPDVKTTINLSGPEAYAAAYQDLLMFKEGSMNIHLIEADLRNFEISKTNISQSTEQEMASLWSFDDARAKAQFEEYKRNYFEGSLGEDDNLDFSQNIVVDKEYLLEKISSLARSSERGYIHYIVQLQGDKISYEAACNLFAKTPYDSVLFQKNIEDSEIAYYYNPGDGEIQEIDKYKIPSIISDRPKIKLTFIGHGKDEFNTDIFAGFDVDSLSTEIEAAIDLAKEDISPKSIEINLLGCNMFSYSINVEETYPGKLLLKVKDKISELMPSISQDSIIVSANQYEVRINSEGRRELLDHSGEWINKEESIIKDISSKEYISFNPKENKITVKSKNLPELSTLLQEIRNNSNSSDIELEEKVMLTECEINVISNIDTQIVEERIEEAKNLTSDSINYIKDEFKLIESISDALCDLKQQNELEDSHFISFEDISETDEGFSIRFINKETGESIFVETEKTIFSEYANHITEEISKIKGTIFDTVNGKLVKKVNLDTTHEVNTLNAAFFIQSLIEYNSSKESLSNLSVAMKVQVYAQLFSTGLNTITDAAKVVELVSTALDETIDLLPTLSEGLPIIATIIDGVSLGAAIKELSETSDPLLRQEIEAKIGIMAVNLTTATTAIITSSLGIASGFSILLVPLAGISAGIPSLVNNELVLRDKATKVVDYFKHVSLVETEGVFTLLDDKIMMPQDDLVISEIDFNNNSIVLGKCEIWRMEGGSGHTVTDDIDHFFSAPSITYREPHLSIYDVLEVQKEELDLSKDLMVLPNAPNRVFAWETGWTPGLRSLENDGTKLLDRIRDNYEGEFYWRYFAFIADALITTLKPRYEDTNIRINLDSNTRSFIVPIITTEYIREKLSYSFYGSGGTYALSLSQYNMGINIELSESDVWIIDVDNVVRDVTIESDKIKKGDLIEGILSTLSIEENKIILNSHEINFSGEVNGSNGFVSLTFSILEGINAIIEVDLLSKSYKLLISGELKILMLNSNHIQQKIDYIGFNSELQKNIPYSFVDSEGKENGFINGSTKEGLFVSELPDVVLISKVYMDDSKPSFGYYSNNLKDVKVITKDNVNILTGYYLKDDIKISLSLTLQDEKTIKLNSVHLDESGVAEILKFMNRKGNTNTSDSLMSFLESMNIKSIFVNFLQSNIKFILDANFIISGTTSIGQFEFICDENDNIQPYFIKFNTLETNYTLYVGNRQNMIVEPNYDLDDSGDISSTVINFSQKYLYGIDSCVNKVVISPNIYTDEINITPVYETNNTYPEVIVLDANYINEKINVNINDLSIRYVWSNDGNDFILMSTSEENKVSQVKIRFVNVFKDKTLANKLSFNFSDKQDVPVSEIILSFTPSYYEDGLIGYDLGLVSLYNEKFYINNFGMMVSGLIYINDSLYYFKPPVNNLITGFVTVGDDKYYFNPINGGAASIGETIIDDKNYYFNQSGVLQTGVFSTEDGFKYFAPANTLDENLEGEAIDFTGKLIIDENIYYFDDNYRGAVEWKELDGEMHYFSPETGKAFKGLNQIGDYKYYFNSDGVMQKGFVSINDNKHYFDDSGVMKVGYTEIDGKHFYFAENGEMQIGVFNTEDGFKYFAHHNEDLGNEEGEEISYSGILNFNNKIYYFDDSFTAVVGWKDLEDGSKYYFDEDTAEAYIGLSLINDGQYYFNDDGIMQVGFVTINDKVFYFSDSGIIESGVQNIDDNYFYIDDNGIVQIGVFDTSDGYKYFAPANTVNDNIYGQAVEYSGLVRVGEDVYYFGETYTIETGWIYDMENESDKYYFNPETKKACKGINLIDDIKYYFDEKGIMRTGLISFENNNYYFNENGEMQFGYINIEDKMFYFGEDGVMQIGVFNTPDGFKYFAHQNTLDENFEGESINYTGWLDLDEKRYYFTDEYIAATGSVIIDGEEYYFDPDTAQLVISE
PriA SSB inh: K. pneumoniae PriA-SSBct interaction inhibition | AlphaScreen SSBct-PriA binding, biotinylated peptide | inhibition, % at 33 µM | 430,000 tested, 0.6% active; in the data active = inhibition mostly above about 37%, no sharp cut-off; inactive = mostly below about 20%;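 note: plate controls were negative control peptide for no effect and reference peptide for full effect; strong numbers were not always called active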
PfHsp40 rescue: restores yeast growth despite PfHsp40 toxicity; S. cerevisiae expressing PfHsp40, growth rescue, ATP luminescence; growth rescue, % at 12.5 µM; 340,000 tested, 0.68% active; AID 504582; in the data active = growth rescue above about 28%, passing the limit was not always enough; inconclusive = no clear call, values can overlap the other calls;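 note: yeast W303a lacking pdr1 and pdr3 grown in galactose medium; growth measured after three days at 30 °C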
* marks the source's active call; other numbers are inactive results; i = inactive; ? = inconclusive; · = no result given; & = joins results of further samples. Cut-off read from the data, not from the text of the source, unless noted: active = inhibition above about 30%; inconclusive = no clear call, values can overlap the other calls; inactive = below that.

SMILES | Vc quorum ag | PrPC TRFRET | Anthrax LF prot | BoNT-A LC inh2 | SARS 3CLpro inh | Yp Topo-I inh | TcdB inh | PriA SSB inh | PfHsp40 rescue
COC(=O)[C@@H](NC(=O)NCc1cccs1)C(C)C | i | 2.9 | -4.7 | 3.2 | -3.9 | 2.0 | · | 0.2 | 0.3
O=C(NC(c1ccc(Cl)cc1)c1cccnc1)C1CCN(CCOc2ccc(Cl)cc2Cl)CC1 (stereo not given) | i | -7.5 | 2.7 | -0.1 | · | 24.0 | -2.0 | · | ·
Cc1nc(C)c(C(=O)OCC(=O)Nc2ccccc2)s1 | -0.5 | 3.0 | -8.0 | 0.0 | · | -4.4 | -3.2 | -4.7 | -1.2
Nc1nnc(SCC(=O)NNC(=O)c2ccccc2)s1 | i | 0.9 | -5.2 | 1.7 | · | 6.0 | 0.2 | 1.3 | -0.4
O=C(NC(=S)Nc1sc2c(c1C(=O)O)CCCC2)c1ccccc1 | -1.0 | -0.8 | 9.6 | 0.3 | 5.2 | -7.3 | -0.3 | 2.9 | -1.6
CCOC(=O)c1cc2cc(C)ccc2[nH]1 | i | 13.4 | 1.3 | 0.2 | 0.1 | 7.7 | · | -17.3 | -0.7
COc1ccc(CC(=O)Nc2nnc(SCC(=O)NCc3ccco3)s2)cc1OC | -0.7 | 2.4 | -2.1 | -0.1 | 1.4 | -11.9 | 0.2 | 10.6 | -1.3
CCCCOC(=O)C1=C(C)Nc2ncnn2C1c1cccc(OC)c1 (stereo not given) | i | 11.6 | 1.5 | -0.3 | -1.0 | -3.0 | · | -3.8 | 1.0
CC1=C(C(=O)OCCOc2ccccc2)C(c2coc3ccccc3c2=O)C2=C(CCCC2=O)N1 (stereo not given) | i | 3.5 | 0.2 | 0.9 | 1.3 | 3.5 | 1.4 | 1.4 | -1.0
CC1CC=C2C(C#N)=C(N)C(C#N)(C#N)C(c3cccs3)C2C1 (stereo not given) | -0.4 | · | -3.2 | 2.2 | -0.2 | 1.4 | · | -15.7 | 0.4
COC(=O)C(NC(=O)CNS(=O)(=O)c1ccc(Br)cc1)c1ccccc1 (stereo not given) | -0.5 | 6.4 | -8.6 | -0.9 | 0.3 | 6.2 | 0.6 | -12.9 | -0.4
Cn1cccc1C(=O)OCC(=O)Nc1ccc2c(c1)OCCO2 | · | 0.8 | -3.5 | -0.8 | · | 2.1 | 1.2 | -7.2 | -1.6
CCOc1cc(/C=C2/C(=O)ON=C2C)ccc1OCc1ccccc1F | i | -11.7 | 0.1 | -0.4 | 1.6 | 1.3 | 1.5 | -9.5 | 0.6
Cc1ccccc1NC(=O)CNC(=O)Cc1cccc2ccccc12 | -1.4 | 1.2 | -3.6 | -1.1 | · | 5.1 | 0.1 | -16.2 | -2.3
O=C(CCl)N=c1sccn1Cc1ccccc1Cl | -0.6 | 0.9 | 7.3 | -0.3 | 41.3* | 1.3 | 1.1 | -3.5 | 0.2
CCCCn1nnnc1C(c1ccccc1)N1CCN(c2ncccn2)CC1 (stereo not given) | · | -4.3 | 2.1 | 0.7 | · | · | 1.6 | · | ·
Oc1ccccc1Nc1ccccn1 | -1.6 | 8.0 | -0.3 | 0.0 | -3.9 | -1.9 | -0.6 | 7.5 | -0.1
COc1ccc(C(=O)O)cc1S(=O)(=O)NCc1ccccn1 | i | 11.7 | 3.8 | -1.0 | -2.7 | 0.7 | 1.2 | -0.6 | -0.5
Cc1ccc2nc(SCC(=O)Nc3ccc4c(c3)OCCO4)nc(=O)n2c1 | i | 5.9 | -8.6 | -15.4 | · | 6.7 | 0.6 | -15.0&-10.4 | -1.2
NC(=O)CC(NC(=O)c1ccccc1)c1ccc(NC2CCN(Cc3ccccc3)CC2)c([N+](=O)[O-])c1 (stereo not given) | -3.0 | -14.6 | 0.8 | -0.1 | 2.1 | 6.3 | 1.7 | 5.0 | 0.3
CCOC(=O)N1CCN(Cc2cn[nH]c2-c2cccc3ccccc23)CC1 | i | -2.8 | 1.8 | -0.5 | -1.0 | 17.2 | -0.1 | -1.6 | 1.9
CCOc1ccc2ccccc2c1CNCCN1CCOCC1 | 1.7 | -8.8 | 5.9 | 0.1 | -1.0 | -7.0 | · | 1.8 | 2.0
CCc1ccc(/C=C2\Oc3c(ccc(O)c3CN3CCN(C)CC3)C2=O)cc1 | -0.7 | -16.8 | · | · | -4.3 | -2.7 | 0.6 | 6.4 | 0.4
CN(c1ccccc1C(=O)NCc1ccccc1Cl)S(=O)(=O)c1ccccc1 | 0.9 | 3.6 | 3.7 | -5.0 | -1.8 | 19.6 | 0.4 | -8.0 | -0.7
CCCCCC(=O)N1C[C@H](n2cc(-c3ccc(F)cc3)nn2)[C@@H](O)C[C@@H]1c1ccc(OC)cc1 | i | 1.6 | -4.1 | 0.2 | · | 12.0 | 1.5 | · | ·
Cc1cc2ncn(/N=C/c3ccc([N+](=O)[O-])s3)c2cc1C | 0.0 | 2.6 | 14.7 | 43.5* | -7.0 | 0.1 | · | · | -0.2
CS(=O)(=O)Nc1ccccc1C(=O)Nc1ccc2c(c1)OCCO2 | 1.5 | 2.1 | 3.8 | 0.4 | -5.0 | 4.9 | · | -4.0 | 0.4
CCOc1ccc(NC(=S)NCCCc2ccccc2)cc1 | -2.8 | 8.3 | -5.3 | -0.8 | 0.2 | 5.8 | 2.3 | 0.7 | 1.6
CC(=O)c1c(C)n(CC2CCCO2)c2ccc(O)cc12 (stereo not given) | i | 1.4 | -3.3 | -1.2 | -2.9 | 6.6 | -0.1 | -11.0 | 12.2
CN1C(=O)N(C)C2(c3ccccc3)N(C)C(=O)NC12c1ccccc1 (stereo not given) | -0.7 | 7.9 | -3.6 | ? | 3.6 | -3.8 | · | -3.5 | 1.6

Some entries already given, showing only SARS 3CLpro inh, PrPC TRFRET and PfHsp40 rescue.
| SMILES | SARS 3CLpro inh | PrPC TRFRET | PfHsp40 rescue |
| --- | --- | --- | --- |
| CCc1ccc(/C=C2\Oc3c(ccc(O)c3CN3CCN(C)CC3)C2=O)cc1 | -4.3 | -16.8 | 0.4 |
| CCOc1ccc(NC(=S)NCCCc2ccccc2)cc1 | 0.2 | 8.3 | 1.6 |

Compound profiles, from the list above. Screens in order: Vc quorum ag | PrPC TRFRET | Anthrax LF prot | BoNT-A LC inh2 | SARS 3CLpro inh | Yp Topo-I inh | TcdB inh | PriA SSB inh | PfHsp40 rescue
Cc1ccc2nc(SCC(=O)Nc3ccc4c(c3)OCCO4)nc(=O)n2c1 across the screens: i | 5.9 | -8.6 | -15.4 | · | 6.7 | 0.6 | -15.0&-10.4 | -1.2
CCc1ccc(/C=C2\Oc3c(ccc(O)c3CN3CCN(C)CC3)C2=O)cc1 across the screens: -0.7 | -16.8 | · | · | -4.3 | -2.7 | 0.6 | 6.4 | 0.4

The listing continues.
SMILES | Vc quorum ag | PrPC TRFRET | Anthrax LF prot | BoNT-A LC inh2 | SARS 3CLpro inh | Yp Topo-I inh | TcdB inh | PriA SSB inh | PfHsp40 rescue
CCOC(=O)c1ccc(NC(=S)Nc2ccc3[nH]c(=O)[nH]c3c2)cc1 | 0.4 | 6.2 | -1.6 | -0.6 | 5.4 | 0.2 | 2.4 | 8.7 | -0.4
Cc1cc(-c2ccc(C)c(S(=O)(=O)N3CCN(c4ccc(F)cc4)CC3)c2)on1 | -0.2 | -5.0 | -0.4 | -0.6 | -1.3 | 17.9 | 0.6 | -3.2 | 3.4
C=CCn1c(SCC(=O)NCc2ccc3c(c2)OCO3)nnc1C1COc2ccccc2O1 (stereo not given) | -0.3 | 11.6 | 8.1 | 5.3 | -0.1 | 2.0 | · | -3.2 | 0.4
O=C(Nc1ccccc1)C1C2CCC3C(CCC21)C3(Cl)Cl (stereo not given) | i | 9.9 | 0.5 | 0.2 | -2.4 | -5.7 | · | -6.8 | 1.3
COc1ccc(CCNC(=O)C2CCN(S(=O)(=O)N3CCCCCC3)CC2)cc1OC | -0.8 | 3.7 | -6.3 | 2.7 | 1.2 | 3.9 | · | 0.4 | 1.1
Cc1n[nH]c(=O)nc1NC(C)c1ccccc1 (stereo not given) | 0.5 | 3.7 | 2.3 | 3.4 | -4.2 | 3.2 | · | -9.8 | 0.1
CCOC(=O)N1CCN(C(=O)c2ccc3c(c2)N(Cc2ccccc2)CCS3)CC1 | -0.4 | 11.1 | -10.9 | -1.2 | 2.9 | 9.5 | 0.4 | -4.8 | 1.1
Nc1nnnn1CC(=O)N/N=C/c1cc([N+](=O)[O-])ccc1O | -0.2 | -4.1 | -1.2 | -2.2 | 4.5 | -2.2 | -6.0 | · | -1.0
O=C(Cn1cnc2ccccc2c1=O)NC1CCS(=O)(=O)C1 (stereo not given) | -0.7 | -4.8 | 2.6 | 1.5 | · | -3.4 | 0.7 | -4.0 | -0.6
CCOc1ccc(CCNC(=O)CCc2nnc3ccc(N4CCOCC4)nn23)cc1OCC | -0.3 | -0.3 | -5.5 | -0.3 | 0.0 | -7.6 | 1.0 | 2.4 | -0.6
CCN(CC)c1ccc(/C=N/Nc2ccccc2)c(O)c1 | -0.2 | · | -1.5 | 1.7 | 2.2 | -0.1 | · | · | 2.0
CCC1C(=O)NCCN1C(=O)c1ccc(OC)c(OC2CCN(C(C)=O)CC2)c1 (stereo not given) | -0.2 | -2.1 | -3.2 | 1.1 | 3.0 | 3.2 | 0.9 | 13.3 | 2.5
O=C(OCC(=O)N1CCc2ccccc21)C1=COCCO1 | -2.9 | -7.9 | 3.2 | 5.1 | -3.4 | 3.3 | · | -3.5 | -0.3
COc1ccc(OCCCC(=O)NCCc2nc3ccccc3[nH]2)cc1 | 0.4 | 6.2 | -1.1 | 1.1 | 2.4 | 8.6 | 1.1 | -23.1 | 0.7
CSCC(O)Cn1ncc2ccccc2c1=O (stereo not given) | -0.5 | -7.4 | -4.1 | -0.3 | 0.2 | -9.6 | 1.8 | -11.3 | 0.1
CCCCCC(=O)NNC(=O)c1c(O)c2ccccc2n(CC)c1=O | -0.8 | 4.1 | 0.0 | 0.1 | 3.6 | -1.4 | 0.9 | -9.4 | 20.5
CC(C)c1c(C(=O)N/N=C/c2ccc3c(c2)OCO3)nnn1-c1nonc1N | 0.2 | 0.0 | -3.2 | 0.2 | 0.5 | -3.7 | 0.6 | · | 0.7
CCN(CC)S(=O)(=O)c1ccc(Cl)c(C(=O)NCCN2CCOCC2)c1 | -10.0 | 7.2 | -5.3 | -0.1 | -0.3 | -6.7 | -0.2 | 0.5 | 0.3
CCN(C(=O)c1cc(Cl)ccc1OC)c1ccccc1 | -0.4 | -1.4 | -7.9 | -0.2 | 1.4 | -14.2 | · | -9.5 | 1.6
Cc1ccc(-c2c(C(=O)O)c(C(=O)O)c3n2CSC3)cc1 | -1.4 | 1.9 | -8.4 | -1.6 | 1.0 | 6.7 | 0.6 | 72.8* | 0.0
Cc1cc(C)nc(N2CCCC(C(=O)NCC(c3ccccc3)c3ccccc3)C2)n1 (stereo not given) | i | -1.8 | 0.0 | 0.2 | 8.2 | 0.7 | · | -16.1 | -0.4
NC(=O)NC(CC(=O)N1CCc2ccccc2C1)c1ccc(Cl)cc1 (stereo not given) | -1.3 | -0.3 | -5.2 | -3.2 | 2.2 | 9.3 | 1.9 | 7.2 | 0.2
Cn1nnnc1Sc1ncnc2scc(-c3ccc(Cl)cc3)c12 | -1.3 | 13.3 | 5.6 | 0.3 | · | 11.4 | 0.4 | -11.2 | 2.3
O=C1N=c2ccccc2=C1c1sc(=S)n(-c2ccc(O)cc2)c1O | -0.5 | -0.6 | -5.4 | 2.7 | -1.4 | -31.9 | 1.6 | -8.6 | -0.8
O=C(CCSc1nnc(-c2ccc(O)cc2)o1)N1CCOCC1 | i | -4.5 | -1.2 | 0.3 | 1.5 | 1.5 | -0.6 | -4.2 | -1.7
CC1=Nn2c(nnc2-c2ccccc2)SC1 | i | -6.0 | -0.3 | -0.2 | -6.7 | -0.2 | · | -4.2 | -0.9
N#Cc1ccsc1NC(=O)C1=COCCO1 | 2.3 | 2.9 | 1.8 | 0.8 | · | 0.7 | -0.3 | 7.4 | -1.1
O=c1c(Cl)c(NCC2CCCO2)cnn1C12CC3CC(CC(C3)C1)C2 (stereo not given) | -3.7 | -3.9 | 5.9 | -1.6 | 0.6 | -3.9 | 0.9 | -1.2 | 0.3

High-throughput results as filed in PubChem BioAssay.

This is a subset; count on the stated rates, not on these rows.
